# BoNT-A LC inh2: inhibitors of Botulinum neurotoxin A light chain protease; AID 588499; inhibition, % at 10 µM; 360,000 tested, 0.17% active; multiplex microsphere protease substrate cleavage, flow cytometry; also: plate controls were buffer without enzyme for full effect and enzyme alone for no effect
# CCHF vOTU inh: CCHFV vOTU protease inhibition | Pep-AMC fluorescence | inhibition, % at 11.5 µM | 370,000 tested, 0.55% active | AID 651958; in the data active = inhibition above about 30%; also: 0% = vehicle wells with enzyme and 100% = no enzyme wells
# PrPC surface inh: inhibitors of human cell surface prion protein PrPC | P04156 | TR-FRET read-out | inhibition, % at 13.8 µM | 370,000 tested, 0.43% active | AID 720596; in the data active = inhibition above about 24%; also: 0% = median of the test wells and 100% = reference compound wells
# Anthrax LF prot: blocks Bacillus anthracis lethal factor protease; P15917; multiplex microsphere protease cleavage assay, LF; inhibition, % at 10 µM; 360,000 tested, 0.12% active; also: plate controls were buffer without enzyme for full effect and enzyme alone for no effect
# Target sequence (P15917 whole entry, looked up): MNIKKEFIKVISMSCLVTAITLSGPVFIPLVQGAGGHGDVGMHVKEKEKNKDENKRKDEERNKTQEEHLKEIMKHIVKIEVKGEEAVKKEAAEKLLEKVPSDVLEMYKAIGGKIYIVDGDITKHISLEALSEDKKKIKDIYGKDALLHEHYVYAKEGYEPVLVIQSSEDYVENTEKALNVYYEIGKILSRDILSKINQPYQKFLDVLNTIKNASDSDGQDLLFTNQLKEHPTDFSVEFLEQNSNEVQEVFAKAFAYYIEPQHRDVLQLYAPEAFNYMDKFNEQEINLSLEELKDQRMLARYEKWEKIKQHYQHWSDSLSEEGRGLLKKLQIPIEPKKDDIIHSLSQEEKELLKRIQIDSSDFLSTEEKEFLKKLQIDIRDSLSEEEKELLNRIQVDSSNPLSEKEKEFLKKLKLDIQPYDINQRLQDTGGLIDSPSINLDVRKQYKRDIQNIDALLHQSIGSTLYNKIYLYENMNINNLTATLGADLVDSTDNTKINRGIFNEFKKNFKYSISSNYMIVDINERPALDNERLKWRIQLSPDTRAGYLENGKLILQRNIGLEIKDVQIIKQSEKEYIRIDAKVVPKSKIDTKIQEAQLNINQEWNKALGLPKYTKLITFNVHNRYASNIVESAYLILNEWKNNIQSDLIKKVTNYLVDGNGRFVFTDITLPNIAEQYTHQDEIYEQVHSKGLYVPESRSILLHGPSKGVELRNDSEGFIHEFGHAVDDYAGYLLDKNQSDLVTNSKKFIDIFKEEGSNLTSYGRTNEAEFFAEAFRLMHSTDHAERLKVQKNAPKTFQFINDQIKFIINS
# Y pestis TopoI: Y. pestis Topo-I inhibition via cleavage products | Y. pestis Topo-I cleavage product accumulation, plate reader | activity, % at 10 µM | 360,000 tested, 0.064% active; in the data active = activity above about 50%, passing the limit was not always enough; inconclusive = no clear call, values can overlap the other calls; also: inactives centre near 2
# BoNT F protease: BoNT F light chain protease inhibition; Multiplex microsphere protease cleavage assay, flow cytometry; inhibition, % at 10 µM; 360,000 tested, 0.22% active; AID 588497; in the data active = inhibition above about 35%, passing the limit was not always enough; inconclusive = no clear call, values can overlap the other calls; also: plate controls were buffer without enzyme for full effect and enzyme alone for no effect
# FadD28 binding: blocks FadD28 binding to the bisubstrate probe. AID 588549. fluorescence polarization. 360,000 tested, 0.22% active. inhibition, % at 12.5 µM; in the data active = inhibition above about 8.5%, passing the limit was not always enough; inconclusive = no clear call, values can overlap the other calls
# TcdB GH inh: inhibitors of Clostridioides difficile toxin B glycohydrolase; P18177; TcdB glycohydrolase enzymatic assay, plate reader; inhibition, % at 9.99 µM; 350,000 tested, 0.24% active; AID 652162; in the data active = inhibition above about 10%
# PfHsp40 yeast: compounds rescuing yeast from Plasmodium falciparum HSP40 toxicity; AID 504582; S. cerevisiae expressing PfHsp40, growth rescue, ATP luminescence; 340,000 tested, 0.68% active; growth rescue, % at 12.5 µM; in the data active = growth rescue above about 28%, passing the limit was not always enough; inconclusive = no clear call, values can overlap the other calls;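 also: yeast W303a lacking pdr1 and pdr3 grown in galactose medium; growth measured after three days at 30 °C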
# * marks the source's active call; other numbers are inactive results; ? = inconclusive; . = not tested or not shown. Rule as the data show it, unless noted: active = inhibition above about 30%; inconclusive = no clear call, values can overlap the other calls; inactive = below that. Rows were taken by chance; 2.3% or so of the library scored in one or more.
SMILES,BoNT-A LC inh2,CCHF vOTU inh,PrPC surface inh,Anthrax LF prot,Y pestis TopoI,BoNT F protease,FadD28 binding,TcdB GH inh,PfHsp40 yeast
COc1ccc(-c2sc3ccccc3c2-c2cc(OC)ccc2C=O)cc1,1.0,6.6,2.3,-3.9,.,7.5,.,-0.6,.
COc1cc(C)cc(CN2CC=C(c3ccccc3)CC2)c1O,0.4,-9.3,8.3,-3.1,17.7,-8.5,-0.7,-2.9,0.2
C/C(=N/OCC(=O)Nc1ccc(C)cc1C)c1cccs1,-0.7,2.4,11.3,-0.3,11.3,-5.1,-3.1,.,-0.4
COc1ccc(O)c(/C=C(\C#N)C(=O)Nc2ccccn2)c1,0.1,-6.0,-1.0,5.8,5.8,18.2,0.8,0.1,-0.7
CN(Cc1ccccc1)C(=O)COc1ccc(C(C)(C)C)cc1,0.6,15.7,13.0,-5.0,29.8,10.1,-2.3,2.3,1.8
Nc1cc[n+](CC(=O)c2ccccc2)cc1,.,-2.1,-3.6,.,2.1,.,0.6,0.7,0.0
CCOCCCNC(=O)c1c(-c2ccccc2)noc1C,0.0,6.1,-0.1,-1.3,4.3,-11.5,-1.6,.,3.0
Cc1oc2c(C)c3oc(=O)c(CCC(=O)N4C[C@H]5C[C@@H](C4)c4cccc(=O)n4C5)c(C)c3cc2c1C,0.0,4.0,3.1,0.2,29.3,-1.7,-8.9,1.8,-2.5
COC(=O)c1sc(NC(=S)NNC(=O)c2c(Br)c(C)nn2C)c(C(=O)OC)c1C,3.2,6.2,131.9*,2.9,-2.4,12.6,19.8*,1.2,0.1
COc1ccc(NC(=O)c2sc3nc(N4CCOCC4)c4c(c3c2N)CC(C(C)C)OC4)c(OC)c1 (stereo not drawn),-0.1,15.0,6.4,-0.5,-0.3,1.3,-0.5,0.6,-0.1
O=C(CSc1nc2ccsc2c(=O)n1Cc1ccccc1)NCC1CCCO1 (stereo not drawn),-0.6,-8.5,0.8,-7.7,11.8,-1.2,-0.5,0.6,2.0
CC(=O)OCCNC(=O)c1cccnc1,-1.0,-18.0,8.2,-3.1,6.8,-6.3,-1.7,.,0.1
CCN(CC)S(=O)(=O)c1ccc(-c2nnc(SCC(C)=O)o2)cc1,-0.7,2.5,1.9,1.3,4.2,-4.6,-0.5,.,-0.3
CCc1c(C)sc(NC(=O)/C=C/C(=O)O)c1C(N)=O,-0.6,-6.8,-1.4,0.6,-4.5,5.6,-4.3,1.0,1.1
COc1cccc(C2=NN(C(=O)c3ccccc3)C(O)(C(F)(F)F)C2)c1 (stereo not drawn),2.8,-9.8,0.0,4.1,5.0,31.7,-4.3,.,0.9
Cn1nc(C(F)(F)F)c(C(=O)Nc2ccc(F)cc2F)c1Sc1cccc(Cl)c1,5.1,1.9,2.6,-3.8,25.0,8.6,-0.2,.,-0.2
OCCN(CCCn1c(-c2ccncc2)nc2ccccc21)c1nc(CN2CCCCC2)cs1,0.2,6.3,0.3,-9.0,2.7,-3.1,-1.2,0.4,-1.0
O=C(NC(=O)c1ccc(Cl)c(Cl)c1)OC1CCS(=O)(=O)C1 (stereo not drawn),-0.5,-12.8,0.9,-1.9,-6.8,-0.3,-2.3,.,0.7
O=C(CSc1ncnc2sccc12)N1CCN(C(=O)c2cccs2)CC1,0.0,15.8,3.2,-5.6,3.1,2.6,-1.9,0.2,-1.0
CCC(C)NC(=O)c1cc(Cl)ccc1OC (stereo not drawn),0.9,3.9,0.8,4.0,-5.1,0.0,-0.1,.,-0.1
O=C1C(=Cc2ccc(Cl)cc2)CCc2ccccc21,-0.7,-2.7,-8.6,1.8,.,-2.5,-2.0,0.0,.
Cc1ccc(NC(=O)NNC(=O)CN2C(=O)COc3ccccc32)cc1,-0.7,-2.0,-6.2,-1.7,1.2,-1.8,-1.6,1.0,1.0
COc1ccc(S(=O)(=O)N2CCCCC2)cc1NC(=O)c1ccc(C)cc1,4.2,-7.8,-0.9,0.7,8.0,6.0,0.0,0.0,-1.4
CC(C)c1ccccc1NC(=S)NCC1(N(C)C)CCCCC1,1.3,-4.4,-8.2,-1.0,-14.9,7.9,-2.3,4.6,-0.8
CC(=O)Nc1ccc(S(=O)(=O)NC(C(=O)O)C(C)O)cc1 (stereo not drawn),-1.0,-10.6,-6.5,-1.4,4.6,8.0,1.2,-0.4,0.7
O=C(Cn1cc2c(n1)CCCC2)N1CCc2ccccc21,0.3,2.8,0.7,-6.2,5.6,-3.1,-3.0,-0.3,0.2
CCOC(=O)C(C)n1ncn2cccc2c1=O (stereo not drawn),-0.4,-15.3,5.3,-8.3,0.0,6.1,0.0,.,-1.1
CNc1ncnc(NC)c1[N+](=O)[O-],0.1,-7.6,-18.5,-1.3,0.0,-7.2,-0.3,-1.8,0.6
COc1ccc(-c2[nH]ncc2CNC(C)c2ccccc2Cl)cc1F (stereo not drawn),-0.6,-9.1,1.3,-2.2,-1.7,-9.2,-1.3,0.3,0.0
CCc1c(C)nc(SCCOc2ccc(OC(C)C)cc2)[nH]c1=O,-0.1,14.0,0.8,-0.6,-0.4,8.9,-3.8,.,2.0

# Part of the list above, as labelled records:
SMILES: COc1ccc(-c2[nH]ncc2CNC(C)c2ccccc2Cl)cc1F (stereo not drawn)
  BoNT-A LC inh2 = -0.6	CCHF vOTU inh = -9.1	PrPC surface inh = 1.3	Anthrax LF prot = -2.2	Y pestis TopoI = -1.7	BoNT F protease = -9.2	FadD28 binding = -1.3	TcdB GH inh = 0.3	PfHsp40 yeast = 0.0
SMILES: CCOC(=O)C(C)n1ncn2cccc2c1=O (stereo not drawn)
  BoNT-A LC inh2 = -0.4	CCHF vOTU inh = -15.3	PrPC surface inh = 5.3	Anthrax LF prot = -8.3	Y pestis TopoI = 0.0	BoNT F protease = 6.1	FadD28 binding = 0.0	TcdB GH inh = .	PfHsp40 yeast = -1.1

# Returning to the listing with the 4 entries that preceded the break.
SMILES,BoNT-A LC inh2,CCHF vOTU inh,PrPC surface inh,Anthrax LF prot,Y pestis TopoI,BoNT F protease,FadD28 binding,TcdB GH inh,PfHsp40 yeast
CCOC(=O)C(C)n1ncn2cccc2c1=O (stereo not drawn),-0.4,-15.3,5.3,-8.3,0.0,6.1,0.0,.,-1.1
CNc1ncnc(NC)c1[N+](=O)[O-],0.1,-7.6,-18.5,-1.3,0.0,-7.2,-0.3,-1.8,0.6
COc1ccc(-c2[nH]ncc2CNC(C)c2ccccc2Cl)cc1F (stereo not drawn),-0.6,-9.1,1.3,-2.2,-1.7,-9.2,-1.3,0.3,0.0
CCc1c(C)nc(SCCOc2ccc(OC(C)C)cc2)[nH]c1=O,-0.1,14.0,0.8,-0.6,-0.4,8.9,-3.8,.,2.0
N#CN1CCC(NS(=O)(=O)c2ccc(C(F)(F)F)cc2)CC1,-0.3,-3.3,-6.0,4.3,-8.8,-3.0,-0.2,0.1,0.4
CCN(CC)C(=O)COc1ccc(S(=O)(=O)N2CCCC2)cc1,-5.5,1.5,1.5,-10.6,8.3,?,-4.8,0.7,-0.4
CCOc1ccccc1OCCC(=O)Nc1ccc(F)c(Cl)c1,0.2,8.7,1.3,0.1,7.7,-5.0,-0.6,2.0,-1.3
Cc1cc(C)c2cc3c(N)c(C(=O)Nc4c(C)[nH]c(=O)[nH]c4=O)sc3nc2c1,5.4,-23.9,3.4,0.8,0.6,7.6,-1.4,.,-0.5
COc1ccc(OCC(=O)Nc2ccc3c(c2)nc(CN2CCCC2)n3C)cc1,0.5,8.8,-6.0,-0.1,-8.8,-4.8,-3.4,.,0.4
CCc1ccc(OCC(=O)N/N=C(\C)c2ccc3c(c2)OCCO3)cc1,-0.1,-3.6,10.7,-0.8,1.2,-3.4,-0.9,.,0.0
O=C(O)C(O)Cc1c[nH]c2ccccc12 (stereo not drawn),0.1,-3.1,6.1,-4.7,5.4,2.6,-4.0,0.9,-0.3
O=C(COc1ccccc1)N/N=C/c1cc2c(cc1[N+](=O)[O-])OCO2,-0.4,0.1,-33.3,-3.0,-7.0,2.7,-1.9,.,0.5
C/C(=N\NC(=O)C(=O)N/N=C(\C)c1cccc(O)c1)c1cccc(O)c1,-1.0,0.0,4.5,-5.2,7.7,-7.3,-3.8,-7.1,-0.4
CCn1c(SCC(=O)NC(=O)NC(C)(C)C)nc2ccccc21,-1.1,-2.2,-0.6,0.6,18.7,-3.9,-0.3,0.4,-0.5
COc1cc(OC)cc(C(=O)NCC(=O)OCC(=O)NCc2ccco2)c1,0.5,-16.1,4.8,-12.6,0.9,-5.2,-4.5,-0.1,-2.4
CC(C)CCN(C(=S)Nc1cccc(C(F)(F)F)c1)C(C)c1ccccn1 (stereo not drawn),0.8,-1.6,-3.0,-6.2,4.6,-6.3,0.7,1.0,0.1
c1ccc(COc2ncnc3c2ncn3CCCN2CCN(c3ccccn3)CC2)cc1,-0.3,-4.5,-4.1,-8.9,35.4,-5.6,-0.8,-0.3,0.6
O=[N+]([O-])c1cccc(C(=NCc2ccccc2)NO)c1,-2.1,1.5,-11.2,-5.8,-2.2,?,-2.4,-0.4,1.3
CC(NC(=O)c1cc2c(s1)CS(=O)(=O)C2)c1ccccc1 (stereo not drawn),0.3,11.4,-9.1,-0.7,1.8,1.4,-6.7,0.2,-0.6
COc1ccc(NC(=O)c2oc3ccccc3c2NC(=O)C2CC2)c(OC)c1,9.0,12.0,1.3,9.9,4.6,10.3,-1.6,0.3,-0.3
Cc1ccc(NC(=S)NCc2ccc(F)cc2)c(C)c1,0.9,-9.5,-1.2,10.7,5.7,?,-4.5,1.2,2.0
O=C(COC(=O)CCN1C(=O)/C(=C\C=C\c2ccccc2)SC1=S)Nc1cc(F)ccc1F,41.6*,8.1,5.7,19.7,-14.6,10.7,-1.4,-2.7,-0.3
Cc1cc(-n2c(C)cc(C(=O)CCl)c2C)no1,0.0,3.7,-5.6,-0.3,-8.2,-1.3,-1.4,-0.6,1.3
CNc1nnc(Sc2ncccc2[N+](=O)[O-])s1,.,8.1,-24.8,.,0.0,.,0.0,1.2,-0.7
O=S(=O)(Nc1cccnc1Cl)c1ccc(-c2ccccc2)cc1,-1.9,2.3,3.9,13.4,5.9,31.6,-2.8,1.4,9.5
CN(C)S(=O)(=O)c1cccc(NC(=O)COC(=O)c2cccn2C)c1,-0.2,-4.4,-0.9,-5.8,11.3,-3.1,-1.3,0.7,-0.6
COC(=O)c1ccc(CSc2nc3c(c(=O)n2-c2ccc(Br)cc2)SCC3)o1,0.5,1.1,5.1,1.4,26.6,-1.2,.,.,1.1
O=C(CN1CC=C(c2ccccc2)CC1)NC(=O)NCc1ccco1,1.8,-6.6,-0.3,7.1,17.5,17.0,-3.3,.,3.8
O=C(COc1coc(CN2CCc3ccccc3C2)cc1=O)Nc1ccc(F)cc1,.,13.0,6.1,.,6.6,.,-3.4,-10.7,-0.9
NC(=O)C1CCN(Cc2nc3cc(C(F)(F)F)ccc3c(=O)[nH]2)CC1,-0.4,-9.7,4.0,2.1,8.8,-2.6,0.8,0.0,1.0
CCCOc1ccc(C(=O)N2CCCC2)cc1OC,?,5.1,3.0,1.4,0.1,-0.8,-0.7,1.3,-0.1
COc1ccc(NS(=O)(=O)N2CCCCC2)cc1,-0.4,8.4,6.1,-3.8,1.9,0.4,-1.8,1.3,0.8
COc1ccc(C(=O)Nc2nnc(S(=O)(=O)N(C)Cc3ccccc3)s2)cc1,-1.3,-3.6,2.5,-2.5,-9.4,-3.2,-2.7,-0.2,-0.6
CCn1c(N2CCN(CC(=O)c3ccc(OC)cc3)CC2)nc2ccccc21,1.2,.,.,0.4,-2.8,-16.5,-2.2,.,-1.4
COC(=O)c1ccc(CN2CCN(CCc3ccccc3)C(CCO)C2)cc1 (stereo not drawn),0.7,14.2,-5.6,-4.9,18.1,1.3,-2.8,-0.4,16.3
COc1cccc(C2NC(CCSC)(C(=O)O)C3C(=O)N(C(C)C)C(=O)C23)c1O (stereo not drawn),-0.5,-10.5,3.1,-4.6,5.0,-2.5,-0.7,1.4,-0.4
COc1ccc(C2CC(c3ccc(Cl)cc3Cl)Nc3nc(N)nn32)cc1OC (stereo not drawn),0.3,-0.2,-6.4,-0.6,15.9,4.1,-2.7,1.6,-0.9
O=C(c1cccc(C(F)(F)F)c1)C1CCCN(Cc2ccccc2O)C1 (stereo not drawn),-0.2,5.4,-6.6,-6.7,1.1,-4.5,-1.0,1.1,1.0
CS(=O)(=O)N1CCN(c2ccccc2NC(=O)c2cccc3ccccc23)CC1,-0.3,5.5,-9.3,-5.1,19.6,14.3,0.3,.,-0.3
